MC4R antag cAMP: MC4R antagonists of cAMP signaling, primary screen, cell-based, TR-FRET, antagonist arm of biased-ligand search; Melanocortin receptor 4 (Homo sapiens), P32245; MC4R-expressing cells, MTII-stimulated cAMP, LANCE TR-FRET; inhibition, % at 6.5 µM; 360,000 compounds, 0.48% hits; AID 540295, 2011;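 active means inhibition above its plate's cutoff, the mean of tested wells on that plate plus 3 SD, cut at about 29% in these data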;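 further: 0% = Melanotan II alone and 100% = Melanotan II plus saturating MCL0020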
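Assay system: human MC4R-expressing U2OS cells; reagent: Melanotan II stimulation of cells; dosing: 6.5 µM single dose; timing: compound 30 min, challenge 1 h, detection 1 h; signal: TR-FRET cAMP assay; replicates: one well per compound, no replicates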
m5-HT2A agonist: mouse Htr2a agonists via beta-arrestin recruitment, primary screen, cell-based, luminescence; CHO-K1 mHTR2A beta-arrestin complementation; percent of 30 µM serotonin response; activation, % at 7.6 µM; 360,000 compounds, 0.66% hits; AID 624169, 2012;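 active means activation above a run cutoff, the mean activation of all tested compounds plus 3 SD, cut at about 14% in these data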;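 further: 0% = plate median of compound wells and 100% = 30 µM serotonin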
Glyco luc inh: increase of ERlucT glycosylation luciferase signal, primary screen, N-linked glycosylation inhibitor project, D54 ERlucT cells, luminescence, set 2. AID 588692, 2011. D54 ERlucT glycosylation luciferase reporter, 24 h; percent of 100 nM tunicamycin response. 360,000 compounds, 0.23% hits. reporter increase, % at 12.5 µM;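 active means mean luciferase reporter signal, scaled so untreated is 0 and the glycosylation-blocking control 100, at or above a set limit in every replicate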;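 further: luciferase carries N-glycosylation sites so blocking glycosylation raises the light; 0% = median of neutral control wells and 100% = median of 100 nM tunicamycin wells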
ABHD5-PLIN5 inh: ABHD5-PLIN5 interaction inhibitors, primary screen, cell lysate, split luciferase complementation, luminescence. Perilipin-5 (Homo sapiens) + 1-acylglycerol-3-phosphate O-acyltransferase ABHD5 (Homo …. Split G. princeps luciferase complementation, 4 h. inhibition, % at 4 µM. 360,000 compounds, 0.78% hits. AID 602281, 2012;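 active means inhibition above the mean inhibition across every tested compound plus 3 SD, cut at about 22% in these data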;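 further: 0% = DMSO only wells and the 100% control is not disclosed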
Target sequence (Q00G26 whole entry, looked up): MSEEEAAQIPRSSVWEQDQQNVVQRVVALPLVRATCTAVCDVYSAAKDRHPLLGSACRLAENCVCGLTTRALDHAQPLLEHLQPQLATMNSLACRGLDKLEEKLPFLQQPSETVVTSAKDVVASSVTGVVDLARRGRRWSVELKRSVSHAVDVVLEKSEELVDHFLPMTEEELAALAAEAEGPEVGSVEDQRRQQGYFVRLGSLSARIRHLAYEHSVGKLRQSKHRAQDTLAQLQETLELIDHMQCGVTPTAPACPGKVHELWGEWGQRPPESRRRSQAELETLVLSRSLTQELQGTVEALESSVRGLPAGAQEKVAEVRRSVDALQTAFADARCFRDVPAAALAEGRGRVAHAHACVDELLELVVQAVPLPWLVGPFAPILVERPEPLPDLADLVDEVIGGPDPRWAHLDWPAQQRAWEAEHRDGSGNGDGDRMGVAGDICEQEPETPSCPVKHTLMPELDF
Target sequence (Q8WTS1 whole entry, looked up): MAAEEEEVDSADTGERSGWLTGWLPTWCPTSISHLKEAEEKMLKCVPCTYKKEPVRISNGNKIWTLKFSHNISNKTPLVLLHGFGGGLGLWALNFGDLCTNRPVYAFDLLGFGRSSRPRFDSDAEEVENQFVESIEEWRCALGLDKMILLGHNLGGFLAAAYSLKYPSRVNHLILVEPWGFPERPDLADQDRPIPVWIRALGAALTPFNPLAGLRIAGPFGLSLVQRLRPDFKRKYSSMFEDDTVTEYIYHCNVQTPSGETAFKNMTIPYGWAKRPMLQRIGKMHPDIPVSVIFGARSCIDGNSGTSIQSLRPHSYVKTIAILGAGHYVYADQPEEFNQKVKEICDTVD
NCOA2 inhibitor: inhibition of GAL4-SRC2 driven luciferase reporter, primary screen, SRC2 inhibitor project, cell-based, luminescence | Nuclear receptor coactivator 2 (Homo sapiens), Q15596 | HEK293 GAL4-SRC2 luciferase reporter | inhibition, % at 9 µM | 370,000 compounds, 0.17% hits;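 active means inhibition above the mean inhibition of all tested compounds plus 3 SD, set per campaign, cut at about 52% in these data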;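 further: 0% = DMSO treated cells and 100% = cells given Gossypol at 36 µM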
NOD2 RIPK2 PPI: NOD2-RIPK2 binding disruptors in cells, primary screen, fluorescence, CHO cells, BLA complementation | CCF4 ratio | inhibition, % at 4.98 µM | 360,000 compounds, 0.38% hits | AID 624267, 2012; in the data active means inhibition above about 21%;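 further: 0% = vehicle only and 100% = reference blocker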
ABCB6 inh 2: ABCB6 transporter inhibitors, primary screen, K562-ABCB6 cells, flow cytometry, MLPCN library; ATP-binding cassette sub-family B member 6 (Homo sapiens), Q9NP58; 360,000 compounds, 0.19% hits; K562-ABCB6 porphyrin accumulation, 1 h; stronger effect = lower value; fluorescence ratio to DMSO, % at 10 µM;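 active means fluorescence ratio to DMSO below 75%, the collection mean minus 3 SD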;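 further: signal is porphyrin accumulated inside mitochondria; 100% equals median channel fluorescence of DMSO control wells; lower ratio means ABCB6 inhibition with less porphyrin fluorescence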
Cardio protect: cardioprotection against H2O2-induced cell death, primary screen, uHTS, H9c2 cells, ATPLite luminescence | AID 588492, 2011 | protection from H2O2 cell death, % at 20 µM | 360,000 compounds, 0.63% hits | H9c2 cardiomyocytes, H2O2 injury protection, 2 h;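 active means compounds giving at least 50% protection of heart cells from peroxide-induced death in the single-dose screen, raw or plate-pattern-corrected value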;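 further: 0% = DMSO wells with peroxide and 100% = DMSO wells without peroxide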
MC4R ag barr: MC4R agonists recruiting beta-arrestin, primary screen, cell-based, luminescence, agonist arm of biased-ligand search. Melanocortin receptor 4 (Homo sapiens), P32245. U2OS MC4R beta-arrestin complementation; percent of melanotan II response, DMSO zero. activation, % at 8.9 µM. 360,000 compounds, 0.98% hits;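 active means activation above a per-plate cutoff, the mean activation of sample wells on that plate plus 3 SD, cut at about 8% in these data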
TLR9-MyD88 inh: inhibitors of TLR9-MyD88 association in cells, primary screen, cell-based, CHO, BLA complementation, fluorescence; Toll-like receptor 9 (Homo sapiens) + Myeloid differentiation primary response protein …; CCF4 FRET ratio; inhibition, % at 4.98 µM; 340,000 compounds, 0.21% hits; AID 504734, 2011;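 active means inhibition above the mean over all tested compounds plus 3 SD, cut at about 21% in these data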;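 further: 0% = DMSO only wells and 100% = clavulanate BLA inhibitor control wells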
Numbers without * were called inactive; . = no result given.

Compound,MC4R antag cAMP,m5-HT2A agonist,Glyco luc inh,ABHD5-PLIN5 inh,NCOA2 inhibitor,NOD2 RIPK2 PPI,ABCB6 inh 2,Cardio protect,MC4R ag barr,TLR9-MyD88 inh
Cc1ccc(-c2nc(N)sc2-c2ccc(C)cc2)cc1,8,10,1,-5,4,11,99,-35,1.9,4
O=C(NCC1CCCO1)c1ccc(CS(=O)(=O)Cc2ccc(F)cc2)o1 (centres undefined),-5,3,0,0,-6,-10,97,-4,3.3,-8
O=C(c1ccco1)N1CCN(S(=O)(=O)c2ccc([N+](=O)[O-])cc2)CC1,17,5,0,8,27,-2,98,-4,1.5,6
CC(C)C1C(=O)N(Cc2cn(CCC3OCCCO3)nn2)CCS(=O)(=O)N1Cc1ccc(-c2cccc(CO)c2)cc1 (centres undefined),10,-5,0,2,1,-3,101,5,2.3,-2
CCc1ccc(OC2(C)CCN(Cc3ccc4c(c3)OCCO4)C2)cc1 (centres undefined),1,-4,0,2,-3,-10,99,-6,0.4,.
CCCn1nnc(NC(=O)/C=C/c2cc(Br)ccc2OC)n1,8,-8,1,-1,2,0,100,6,0.1,-3
COC(=O)[C@]12CCCCC=C1N(Cc1ccccc1)C(=O)[C@H](CC(=O)NCc1cccc(C(F)(F)F)c1)C2,.,-5,.,-4,-46,4,101,.,.,.
COc1ccccc1C(=O)NC(CCSC)C(=O)OCC(=O)N1CCN(S(=O)(=O)c2ccc(C)cc2)CC1 (centres undefined),6,3,0,-3,-12,7,92,1,-1.2,2
O=C(CSc1nccc(=O)[nH]1)NC1CCCCCC1,-3,-2,1,1,-37,-7,101,3,-1.0,1
C[C@H](NC(=O)c1nc[nH]c1C(=O)N1CCc2ccccc2C1)C(=O)OC(C)(C)C,6,-3,3,-10,-21,-2,97,11,-0.8,-12
CC(C)CCN1C(=O)c2ccccc2C1c1nnnn1-c1ccc2c(c1)OCCO2 (centres undefined),.,-2,.,-10,6,-12,97,.,.,.
COc1ccc2cc(S(=O)(=O)NCc3cccnc3)ccc2c1,12,10,-1,0,4,-5,94,-14,0.2,-8
COc1ccc(Cc2nnc(SCC(=O)Nc3ccc(C)c(C)c3)o2)cc1OC,17,2,1,-6,-12,-8,97,-7,-0.2,-5
COc1cccc(-c2cc(N3C(=O)Nc4ccccc4N3O)n[nH]2)c1,9,-2,0,2,1,-7,93,5,-1.6,-4
CC(C)(C)NC(=O)NC(=O)CSc1cccc(C(F)(F)F)c1,21,0,3,-5,14,4,96,-14,4.1,-6
C[N+](C)(C)C(Cc1ccccc1)C(=O)[O-] (centres undefined),6,-4,-1,-8,.,8,101,4,-0.1,-10
CCN1/C(=C2\C(=O)N(C)C(=S)N2C)C=Cc2ccccc21,-21,1,2,4,5,-2,103,-2,-4.3,11
COc1ccccc1NC(=O)OCC#CCOC(=O)Nc1ccccc1OC,1,-2,-1,-6,1,-9,97,-6,-0.5,5
CC(CCc1ccccc1)NC(=O)COC(=O)c1cccc2ccccc12 (centres undefined),2,1,3,3,-11,2,98,-3,0.4,11
O=C(NCc1ccccc1)c1ccc2ccccc2n1,-2,3,1,7,-14,-7,94,-2,-1.0,1
COc1cc(CNc2nnnn2C)ccc1OCc1c(F)cccc1Cl,1,7,1,-2,0,1,94,-10,-0.6,-1
COc1cc2oc(-c3ccc(O)cc3)cc(=O)c2c(O)c1OC,-25,-8,-1,0,-31,-4,97,9,-1.3,1
CCCSc1ccc([C@H]2N[C@@](Cc3ccccc3)(C(=O)OC)[C@H]3C(=O)N(CC)C(=O)[C@@H]23)cc1,0,4,-4,-7,-5,4,97,4,0.2,7
CN(C)CCCCCNCCCNC(=O)/C=N\O,9,2,0,3,-1,4,86,-1,1.4,15
O=C(N/N=C/c1sc(=O)n(-c2ccccc2)c1Cl)c1ccccc1,0,-5,-12,-1,-43,-5,106,-9,-1.4,-12
CCN(CC(=O)Nc1ccc(NC(C)=O)cc1)C(=O)C1CCN(C(=O)c2ccccc2C)CC1,3,-1,1,-13,15,-3,99,0,-5.6,1
O=C(Cn1c2ccc(F)cc2c2nc3n(c(=O)c21)CCS3)Nc1ccc(Cl)cc1F,4,-3,-3,-4,2,-1,85,2,-1.6,-8
O=C(CCOc1ccccc1)N1CCN(c2ccc(O)cc2)CC1,-3,-6,-6,-1,2,-10,93,1,-2.0,7
Cc1ccc(C(=O)N=c2sccn2C)o1,13,5,0,-1,-28,-4,104,4,-2.6,-9
CC(C)C(C(=O)O)N1C(=O)C2C3CCC(C3)C2C1=O (centres undefined),-2,7,1,2,-1,5,103,2,-0.1,-3

Some of these compounds in order of molecular weight, lowest first.
Compound,MC4R antag cAMP,m5-HT2A agonist,Glyco luc inh,ABHD5-PLIN5 inh,NCOA2 inhibitor,NOD2 RIPK2 PPI,ABCB6 inh 2,Cardio protect,MC4R ag barr,TLR9-MyD88 inh
O=C(NCc1ccccc1)c1ccc2ccccc2n1,-2,3,1,7,-14,-7,94,-2,-1.0,1
COc1ccc2cc(S(=O)(=O)NCc3cccnc3)ccc2c1,12,10,-1,0,4,-5,94,-14,0.2,-8
O=C(c1ccco1)N1CCN(S(=O)(=O)c2ccc([N+](=O)[O-])cc2)CC1,17,5,0,8,27,-2,98,-4,1.5,6
COc1ccccc1NC(=O)OCC#CCOC(=O)Nc1ccccc1OC,1,-2,-1,-6,1,-9,97,-6,-0.5,5

Later entries:
Compound,MC4R antag cAMP,m5-HT2A agonist,Glyco luc inh,ABHD5-PLIN5 inh,NCOA2 inhibitor,NOD2 RIPK2 PPI,ABCB6 inh 2,Cardio protect,MC4R ag barr,TLR9-MyD88 inh
Cc1ccc(S(=O)(=O)N(C)C)cc1NC(=O)C1CCCCN1S(=O)(=O)c1ccccc1 (centres undefined),3,-8,-2,0,3,-4,97,1,0.1,-4
O=C(Nc1cc(C(F)(F)F)ccc1Cl)c1cccc(N2C(=O)CCC2=O)c1,1,-2,2,-2,-11,-6,94,2,0.8,-1
CC(C)CC(=O)N1CCN(C(=O)CCC2CCCC2)CC1,-4,-5,0,-3,-25,0,91,12,0.8,2
CCCn1c2ccc(F)cc2c2nnc(NN)nc21,-4,-2,-2,1,6,-6,95,-5,-3.4,4
Cn1c(N)c(C(=O)COC(=O)c2ccc3c(c2)C(=O)N(c2ccc(Cl)cc2)C3=O)c(=O)n(C)c1=O,0,1,1,0,-1,-3,96,4,-0.9,2
Cc1onc(-c2ccccc2)c1C(=O)OCC(=O)Nc1cc(S(=O)(=O)N2CCOCC2)ccc1Cl,25,3,-3,-1,-9,5,101,7,0.6,-4
CCN=c1sc(C(=O)Nc2ccccc2)c(C)n1CC,12,-1,1,-3,-8,-1,102,2,-1.4,5
CC1Cc2ccccc2N1C(=O)c1ccc(N2CCCC2)c([N+](=O)[O-])c1 (centres undefined),-1,2,2,6,2,-6,98,-7,0.9,-5
CC(C)(C)NC(=O)c1cccc(NC(=O)Cc2cccs2)c1,6,-1,1,0,-22,-3,95,0,-2.1,4
CC1CC(C)CN(c2oc(-c3ccccc3F)nc2C#N)C1 (centres undefined),18,3,-3,-11,5,0,104,-12,3.2,6
CCC(C)c1ccc(NC(=O)NCCN2CCCCC2)cc1 (centres undefined),-1,-8,0,2,-23,-8,95,-7,-0.2,-6
COc1ccc(-c2csc(C(O)c3cccc(OC)c3)n2)cc1 (centres undefined),8,0,0,-4,-9,-1,104,-6,-0.3,.
CC(Sc1ncc(C(F)(F)F)cc1Cl)C(=O)NC(N)=O (centres undefined),11,-2,3,-8,22,-8,95,2,-1.5,-12
CCOC(=O)c1ccc(-c2c(-c3cc(OC)c(OC)c(OC)c3)noc2C)cc1F,-18,-3,17,4,15,-1,94,9,-0.9,6
O=C1CN(C(=O)c2ccccc2F)C(c2ccccc2)c2cc(F)ccc2N1 (centres undefined),8,7,0,-1,25,-2,99,-4,2.0,1
CCC1(C)Cc2c(sc3nc4n(c(=O)c23)CCS4)CO1 (centres undefined),1,5,1,-8,-5,-6,99,10,-0.1,5
C/C(=C\c1cc2ccccc2o1)C1Nc2cccc3cccc(c23)N1,-3,-6,0,-3,-13,1,106,-1,-1.1,-6
O=C(NC1CC1)C1Nc2ccc(OC(F)(F)F)cc2C2C=CCC12 (centres undefined),10,5,3,4,-43,0,96,-6,-0.9,-10
COc1ccc(N2CCN(C(=O)CN(C)S(=O)(=O)c3cc(C)ccc3OC)CC2)cc1,24,-4,-1,1,-24,6,105,-2,-0.5,-8
Cc1nc2ccccn2c1C(=O)N/N=C/c1ccccc1Cl,5,-7,0,3,-5,1,103,0,0.3,5
COCCn1c(SCC(=O)Nc2ccccc2F)nnc1-c1ccoc1C,11,5,0,1,-3,6,99,-2,-1.7,-1
CCOC(=O)N1CCC(n2c(=S)[nH]c3ccccc3c2=O)CC1,7,-2,1,0,13,-3,95,-4,-2.0,-2
Cc1cc(/C=N/NC(=O)c2ccc(O)cc2)c(C)n1C1CC1,-11,4,-2,2,-21,-1,103,1,3.0,6
Cc1cc(C)c(S(=O)(=O)NCC(=O)O)cc1C,0,-5,0,7,4,-1,107,-2,-0.9,2
COc1ccc2c(-c3ccccc3)cc(SCC(=O)NC(N)=O)nc2c1,6,-2,2,5,20,1,92,-13,-1.4,11
CCC(CC)NC(=O)Cc1ccc(S(=O)(=O)N2CCOCC2)s1,2,4,0,-2,-19,-5,108,2,0.9,-10
COc1cc(NC(=O)CN2CCC(C(N)=O)(N3CCCCC3)CC2)c(OC)cc1Cl,4,2,4,1,-3,2,101,8,-1.9,4
CC1=C(C(=O)OC(C)C)C(c2c(O)ccc3ccccc23)NC(=O)N1 (centres undefined),4,-2,-1,-10,9,-4,97,0,-0.2,-5

Assay outcomes: PubChem BioAssay, several laboratories

These rows are one share of the data (hit frequency here may not be typical).
